TGFb inhibitor = qHTS for Inhibitors of TGF-b; HepG2 CAGA-GFP TGF-b/SMAD3 reporter, GFP fluorescence, 18 h; TGF-beta stimulated, 500 pg/mL final; Potency, µM (top dose mostly 46.1 µM), for the others: at the highest dose activity, negative = inhibition, usual class: inhibitors; hit rate 1.2% among 410,000; AID 588855, 2011; also: potency is read from the fitted curve at half-maximal effect; % is scaled to controls: 0 for no effect and ±100 for the full control effect; nearly all actives have a fitted effect of over 65% in size
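TGF-beta reporter screen: HEPG2 CAGA-GFP, 1% FBS, 500 pg/mL TGF-beta final, 18 h; per-cell GFP summed per well; curves fitted and categorized by class.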
Mm-Cpn inhibitor = Inhibitors of TCP-1 ring complex (TRiC) of Methanococcus maripaludis (MmCpn): qHTS; Chaperonin Mm-Cpn (Methanococcus maripaludis); purified Mm-Cpn ATPase, ADP Transcreener TR-FRET; Potency, µM (titrated, usually from 76.9 µM), inactives show top-dose activity, negative = inhibition, most hits filed as inhibitors; hit rate 0.031% among 330,000; AID 504842, 2011; also: potency is read from the fitted curve at half-maximal effect; % is scaled to controls: 0 for no effect and ±100 for the full control effect; nearly all actives have a fitted effect of over 80% in size
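TR-FRET (320 nm excitation; 590 and 665 nm emission) reports ADP made from 10 uM ATP by 25 nM enzyme; compounds were preincubated 10 min, reaction run 30 min, both at 37°C.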
A549 viability = Nrf2 qHTS screen for inhibitors: counterscreen for cytotoxicity. A549 ARE-Fluc cells, CellTiter-Fluor viability, 18-24 h. Potency, µM (top dose mostly 46 µM), without a hit: at the top dose activity change, negative = cytotoxicity, actives largely listed as inhibitors. hit rate 0.16% among 390,000. AID 504648, 2011; also: potency is read from the fitted curve at half-maximal effect; % is scaled to controls: 0 for no effect and ±100 for the full control effect
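A549 ARE-Fluc cells in 5% FBS OPTI-MEM, 5000 cells/well, rested 2 h then exposed to compounds in concentration-response for 18-24 h at 37 °C. Viability by CellTiter-Fluor fluorescence (Ex 405/Em 525) after 30 min; luciferase luminescence (BugLite, 15 min, RT) read afterwards.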
Nrf2 inh = Nrf2 qHTS screen for inhibitors; hit rate 2.1% among 360,000; Potency, µM (titrated, usually from 46 µM), for inactives: at the highest dose activity change, negative = inhibition, hits mostly inhibitors; A549 ARE-Fluc reporter, luciferase luminescence, 18-24 h; AID 504444, 2011; also: potency is read from the fitted curve at half-maximal effect; % is scaled to controls: 0 for no effect and ±100 for the full control effect; nearly all actives have a fitted effect of over 60% in size
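In this cell-based qHTS, ARE-driven firefly luciferase in A549 cells reports Nrf2 activity; the luminescent signal after BugLite lysis is the measured value, with a prior CellTiter-Fluor read for cell health.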
Nrf2 activator = qHTS of Nrf2 Activators | AREc32 ARE-luciferase reporter (MCF7-derived line), luminescence, 24 h | Potency, µM (doses to about 46.1 µM), for the others: at the top dose activation, usual class: activators | hit rate 0.31% among 410,000 | AID 624171, 2012; also: potency is read from the fitted curve at half-maximal effect; % of control where 0% means no effect; nearly all actives have a fitted effect of over 65% in size
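For detection, Steady-Glo was added and plates sat 30 min at RT; before that, AREc32_Fluc cells grown overnight in OPTI-MEM/5% FBS had been treated with 23 nL compound for 24 hr at 37 deg C.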
CCT chaperon mod = High-Throughput Screening for Modulators of Cytosolic Chaperonin Activity | hit rate 0.3% among 360,000 | AID 651819, 2012 | purified chaperonin ATPase assay, HTRF ADP detection, 30 min | activity change, % (no concentration beside the values), hits read low; in the data active = activity change below about -30%; also: % is scaled to controls: 0 for no effect and ±100 for the full control effect
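First, chaperonin was dispensed at 40 nM or 20 nM final depending on batch activity. Next, compounds were pinned at 76 uM and ATP added at 10 uM. After 30 min at 37 °C, ADP detection reagents ran 30 min at ambient temperature.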
Akt phos inh = HTS Assay for Inhibitors of Akt Phophorylation: Primary Screen. Neuro2A IGF-stimulated pAkt S473 HTRF, 20 min; stronger effect = lower value. activity change, % for hits at 50 µM. hit rate 0.32% among 360,000; in the data active = activity change below about -80%; inconclusive = mostly about -51% to -80%; also: % is scaled to controls: 0 for no effect and ±100 for the full control effect
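Single-point screen (50 µM final compound) in Neuro2A cells stimulated 20 min with 6 nM IGF at 37 deg C. After lysis, Ser473-phosphorylated Akt read by HTRF (ex 330 nm, em 615/665 nm) as the 665/615 ratio.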
EPAC2 antagonist = qHTS for Antagonist of cAMP-regulated guanine nucleotide exchange factor 2 (EPAC2): primary screen | Rap guanine nucleotide exchange factor 4 (Homo sapiens), Q8WZA2 | EPAC2 GEF exchange of Rap1B-BODIPY-GDP, fluorescence | Potency, µM (top dose mostly 114 µM), inactives show at the top dose activity, negative = inhibition, hits mostly inhibitors | hit rate 0.18% among 360,000; also: potency is read from the fitted curve at half-maximal effect; % is scaled to controls: 0 for no effect and ±100 for the full control effect; nearly all actives have a fitted effect of over 45% in size; many of its hits are not listed in these tables
Target sequence (Q8WZA2 whole entry, looked up): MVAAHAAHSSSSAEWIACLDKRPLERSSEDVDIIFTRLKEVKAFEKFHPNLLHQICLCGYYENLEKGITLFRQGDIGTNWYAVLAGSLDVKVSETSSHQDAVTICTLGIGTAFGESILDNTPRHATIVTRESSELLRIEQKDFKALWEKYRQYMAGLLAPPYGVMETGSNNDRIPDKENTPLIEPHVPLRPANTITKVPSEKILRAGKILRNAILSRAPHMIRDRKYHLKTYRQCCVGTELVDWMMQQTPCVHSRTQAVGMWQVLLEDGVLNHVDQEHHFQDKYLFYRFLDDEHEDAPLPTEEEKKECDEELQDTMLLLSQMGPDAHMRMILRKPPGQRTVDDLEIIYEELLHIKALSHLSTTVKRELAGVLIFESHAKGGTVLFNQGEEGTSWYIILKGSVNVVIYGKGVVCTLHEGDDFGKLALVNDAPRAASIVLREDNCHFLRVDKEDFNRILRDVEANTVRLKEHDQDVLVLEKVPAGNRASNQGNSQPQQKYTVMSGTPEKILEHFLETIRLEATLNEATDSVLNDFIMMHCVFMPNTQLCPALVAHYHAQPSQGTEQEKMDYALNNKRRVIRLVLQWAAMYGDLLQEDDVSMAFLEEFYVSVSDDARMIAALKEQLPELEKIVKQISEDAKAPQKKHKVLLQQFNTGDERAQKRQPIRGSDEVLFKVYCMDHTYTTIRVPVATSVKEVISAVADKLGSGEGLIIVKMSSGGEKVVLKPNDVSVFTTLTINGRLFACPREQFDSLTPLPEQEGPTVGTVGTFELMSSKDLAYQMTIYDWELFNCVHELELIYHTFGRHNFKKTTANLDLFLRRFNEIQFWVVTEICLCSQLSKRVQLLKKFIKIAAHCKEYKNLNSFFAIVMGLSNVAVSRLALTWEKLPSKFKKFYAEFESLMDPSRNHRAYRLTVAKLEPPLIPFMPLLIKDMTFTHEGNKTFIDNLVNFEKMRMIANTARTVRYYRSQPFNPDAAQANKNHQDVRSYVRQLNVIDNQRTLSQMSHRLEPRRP
EPAC2 ag = qHTS for Agonist of cAMP-regulated guanine nucleotide exchange factor 4 (EPAC2): primary screen. EPAC2 activation, biochemical qHTS; response scale: 100% = 6.5 mM cAMP response. Potency, µM (doses to about 154 µM), without a hit: at the highest dose activation, hits mostly activators. hit rate 0.079% among 360,000. AID 720711, 2013; also: potency is read from the fitted curve at half-maximal effect; nearly all actives have a fitted effect of over 50% in size
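Compounds were titrated in qHTS against a Rap1B-BODIPY-GDP (250 nM) complex with EPAC2 (100 nM) and GDP (50 uM). BODIPY-GDP release tracked at 480/540 nm over 30 min at room temperature, normalized to 6.5 mM cAMP.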
* marks the source's active call; other numbers are inactive results; i = inactive; ? = inconclusive; nt = not tested or not shown; & = joins results of further samples; [ ] = another dose, or the depositor's remark. Unless noted, calls follow the shape of the dose curve; as a rule, active = well fitted curve in the direction sought with a large enough effect; inconclusive = small, poorly fitted or top-dose-only effect, or another doubt; inactive = no such curve, though single readings can be large; an effect the other way counts as inactive or inconclusive. Not all compounds are listed, so the mix of outcomes need not match the whole.

SMILES	TGFb inhibitor	Mm-Cpn inhibitor	A549 viability	Nrf2 inh	Nrf2 activator	CCT chaperon mod	Akt phos inh	EPAC2 antagonist	EPAC2 ag
COc1ccccc1NS(=O)(=O)c1cccc(NC(=O)c2cncc(Br)c2)c1	-14%	3%	-13%	?	2.1%	-1.8	i	?	5%
COc1ccc(-c2csc(N3CCOCC3)n2)cc1OC	-7%	0%	-4%	?	2.6%	-7.2	i	-18%	-3%
Cc1nnc(N)nc1C	-18%	-3%	12%	nt	-0.2%	-9.0	i	5%	10%
Cc1cc(C)n(C(=O)CNC(=O)c2ccc(C(C)(C)C)cc2)n1	1%	1%	1%	6%	5.5%	-2.2	i	-5%	-12%
Cc1cccc(C#Cc2ccccc2)n1	0%&-1%	-4%	0%	?	19%	-3.0	i	6%	11%
CCOc1ccc2nc(NC(=O)CSc3nc4c(c(=O)n(C)c(=O)n4C)n3CC)sc2c1	20%	1%	9%	nt	-0.1%	-0.1	i	1%	-7%
COc1ccccc1CCC(=O)N(C)CC(=O)Nc1ccc(F)cc1	2%	-9%	5%	-28%	-1.1%	-0.3	i	4%	1%
Cn1ccc(C(=O)N/N=C/c2cccnc2)n1	-6%	-1%	-2%	-4%	-0.1%	-2.5	i	4%	-2%
CC1Sc2ccc(S(=O)(=O)NCCc3ccccc3)cc2NC1=O (stereo not given)	?	-1%	4%	-1%	1.2%	0.2	i	-5%	14%
CCOC(=O)N1CCN(C(=O)COc2ccc3oc4c(c3c2)CCCC4)CC1	-20%	-2%	-17%	-25%	-0.3%	0.1	i	4%	1%
CCOC(=O)CSc1nc2sc3c(c2c(=O)n1-c1ccccc1)CCN(C)C3	1%	-1%	6%	?	0.5%	-1.7	i	-7%	-5%
COc1ccc(C2(C(=O)Nc3ccc(C)cc3)CCOCC2)cc1	14%	1%	4%	3%	-0.9%	0.4	i	-4%	-3%

An excerpt from above in order of length of the SMILES, rising:
SMILES	TGFb inhibitor	Mm-Cpn inhibitor	A549 viability	Nrf2 inh	Nrf2 activator	CCT chaperon mod	Akt phos inh	EPAC2 antagonist	EPAC2 ag
Cn1ccc(C(=O)N/N=C/c2cccnc2)n1	-6%	-1%	-2%	-4%	-0.1%	-2.5	i	4%	-2%
COc1ccccc1CCC(=O)N(C)CC(=O)Nc1ccc(F)cc1	2%	-9%	5%	-28%	-1.1%	-0.3	i	4%	1%
Cc1cc(C)n(C(=O)CNC(=O)c2ccc(C(C)(C)C)cc2)n1	1%	1%	1%	6%	5.5%	-2.2	i	-5%	-12%

Following part:
SMILES	TGFb inhibitor	Mm-Cpn inhibitor	A549 viability	Nrf2 inh	Nrf2 activator	CCT chaperon mod	Akt phos inh	EPAC2 antagonist	EPAC2 ag
COc1ccc(C(=O)C2CCCN(Cc3sc(N4CCCC4)nc3Cl)C2)c(OC)c1 (stereo not given)	?	1%	-18%	?	5.6%	1.3	i	-13%	8%
Cc1ccc(NC(=O)c2cccc(NC3=NC4CS(=O)(=O)CC4S3)c2)cc1 (stereo not given)	11%	-4%	-3%	6%	0.1%	-0.1	i	6%	-6%
CN1CCN(Cc2coc3c(Cl)cc(Cl)cc3c2=O)CC1	-12%	-1%	-22%	5%	5.4%	-0.2	i	23%	5%
CC(=O)NC(Nc1nc2c(s1)CCCC2)(C(F)(F)F)C(F)(F)F	0%	-1%	3%	13%	-0.6%	-2.0	i	-3%	13%
COc1ccccc1CC(=O)c1ccccc1OC	7%	nt	6%	13%	0.1%	-3.9	i	-8%	13%
O=[N+]([O-])c1ccccc1-c1ccc(C(=S)N2CCN(c3ccccc3)CC2)o1	?	1%	-16%	-12%	11%	-0.4	i	8%	12%
Cc1ccc(NC2(C#N)C(=O)Nc3ccccc32)cc1C (stereo not given)	-2%	3%	-5%	-10%	2.8%	-2.6	i	-1%	11%
CC1CC(C)CN(S(=O)(=O)N2CCCC(C(=O)NC(C)c3ccccc3)C2)C1 (stereo not given)	10%	2%	0%	?	-0.1%	-2.3	nt	-5%	-6%
COc1ccc2c(CC(=O)O)cc(=O)oc2c1	2%	-3%	-2%	-4%	-1.6%	-5.7	i	1%	9%
O=C(NNC(=O)C12CC3CC(CC(O)(C3)C1)C2)c1ccccc1O	1%	0%	0%	-1%	-0.9%	0.1	i	9%	0%
CCN(Cc1ccccc1)C(c1cccc(C#N)c1)c1nnnn1C(C)(C)C (stereo not given)	-23%	0%	-6%	-22%	0.1%	-1.2	i	0%	-2%
COC(=O)C1=C(C(=O)OC)[C@@H]2N(C)c3ccccc3[C@@]23C[C@@H](C(=O)OC)N(C(=O)c2cc(C)oc2C)C3=N1	9%	2%	-29%	18µM*	-0.7%	-5.6	i	-15%	1%
O=C(c1ccco1)N1CCCC(N2CCN(c3ccccc3F)CC2)C1 (stereo not given)	1%	2%	3%	0%	-0.8%	-5.0	i	-1%	12%
CCOC(=O)N1CCN(C(=O)c2ccc(N3C(=O)CCC3=O)cc2)CC1	-8%	2%	nt	1%	0.3%	-0.4	i	-13%	13%
COc1cccc(N2CCN(C(=O)Nc3ccccc3Cl)CC2)c1	-8%	0%	7%	-21%	-0.3%	-2.2	i	15%	14%
CC1CN(c2ccccc2)NC1=O (stereo not given)	-20%	1%	7%	-10%	2.7%	0.9	i	15%	-1%
CCc1ccc(O)c(-c2cc(C(=O)Nc3cccnc3)[nH]n2)c1	-4%	2%	1%	?	3.0%	-1.3	i	4%	1%
CCOc1ccc(CCNC(=O)c2cc3c(-c4ccccc4F)nn(C)c3s2)cc1OCC	1%	nt	-7%	18µM*	0.6%	nt	nt	nt	nt
CCc1cc2c(Sc3nc4ccccc4s3)ncnc2s1	0%	-2%	1%	?	?	-2.1	i	5%	5%
CCOC(=O)N1CCN(S(=O)(=O)N2CCCC(C(=O)NCc3ccccc3OC)C2)CC1 (stereo not given)	13%&-4%	2%	-2%&6%	-10%	0.1%&-0.1%	0.7	i	-2%	1%
Cc1ncc(CO)c(/C=N/NC(=S)Nc2ccc(F)cc2)c1O	-15%	-3%	-4%	?	-0.9%	0.3	i	-1%	-5%
CC(=O)c1cccc(NC(=O)c2sc3nc4n(c(=O)c3c2C)CCCCC4)c1	14%	0%	2%	-4%	0.3%	-3.1	i	-23%	-11%
COc1ccc(C)cc1NS(=O)(=O)c1ccc2c(c1)n(C)c(=O)n2C	3%&-10%	0%	4%&-4%	?	0.9%&4.2%	0.6	i	-13%	-23%
CN(C)/C=C(/C(=O)c1ccc(Cl)cc1)S(=O)(=O)c1ccc(Cl)cc1	-2%	-13%	nt	2%	0.1%	-2.5	i	-2%	8%
O=C(CSc1nc2ccccc2c(=O)n1-c1ccc(OC(F)F)cc1)NCc1cccs1	-4%	2%	-6%	-5%	2.2%	-0.7	i	1%	-7%
CCOC(=O)C1CCN(C(C(=O)NC2CCCC2)c2ccc(C)cc2)CC1 (stereo not given)	3%	3%	-4%	2%	0.0%	-5.2	i	-23%	-4%
COC(=O)c1ccccc1NC(=O)c1ccc(-c2cccc(Cl)c2)o1	?	-2%	2%	?	0.0%	0.3	nt	7%	-7%[15.6 µM]
CCN1CCN(CC(O)COc2ccc(C)c(C)c2)CC1 (stereo not given)	?	-2%	8%&0%	?	0.0%&0.6%	1.0&-2.8	i	17%&7%	2%&7%
COc1ccc(NC(=O)c2ccccc2C)cc1	19%	-2%	1%	-3%	0.1%[9.22 µM]	1.3	i	-7%	2%
O=S1(=O)CCN2C=Nc3sc4c(c3C2=N1)CCCC4	-4%	-1%	-4%	-21%	0.2%	0.9	i	7%	-14%
CSc1ccccc1OCc1cc(C(=O)NC2CCOC2)no1 (stereo not given)	16%	1%	4%	18%	2.9%	0.0	i	-20%	-2%
Cc1ccc(CNC(=O)CN(c2ccc(C(C)C)cc2)S(=O)(=O)c2c(C)n[nH]c2C)cc1	11µM*	nt	?	23µM*	0.3%	nt	nt	nt	nt
CCN(C(=O)COC(=O)c1c2c(nc3ccccc13)CCC2)c1c(N)n(Cc2ccccc2)c(=O)[nH]c1=O	-5%	nt	-1%	-18%	-0.5%	-1.4	i	5%	2%
COc1ccccc1NC(=O)CSc1nc2sc(C)c(C)c2c(=O)n1C	16%	2%	7%	15%	-0.1%	0.0	i	-9%	?
COc1ccc2c(c1)OCC(O)(c1ccccc1)C2=O (stereo not given)	1%	nt	3%	8%	-0.4%	-0.4	i	-26%	-2%
COc1ccc2oc(=O)cc(CN3CCN(c4ccccc4F)CC3)c2c1	?	nt	2%	-5%	-0.9%	nt	nt	nt	nt
CC(=O)OCC(=O)NCCCOc1cccc(CN2CCCCC2)c1	25%	nt	-2%	10%	0.2%	2.7	i	22%	-9%
COc1ccc(-n2nc(C(=O)NCC(=O)NCCC3=CCCCC3)c3ccccc3c2=O)cc1OC	-7%	0%	3%	-12%	3.1%	0.6	i	-5%	2%
Cc1ccc(-c2c3c(=O)n(C)c(=O)n(C)c3cn2-n2cnnc2)cc1	?	-1%	-3%	9%	?	4.1	-111%*	13%[57.1 µM]	16%
Cc1ccc(S(=O)(=O)N2C[C@H]3C(=O)C[C@@H](c4ccccc4)N(S(=O)(=O)c4ccc(C)cc4)[C@H]3C[C@H]2c2cccc3ccccc23)cc1	-22%	nt	nt	nt	2.4%	-3.9	i	?	-16%
COc1cccc(-c2ncc3ccccc3c2COC(=O)N(C)C)c1	-18%	1%	-8%	?	5.3%	-9.3	i	0%	7%

Screens (PubChem BioAssay)
